GRP78 ERSR act: qHTS for Inducers of the Endoplasmic Reticulum Stress Response (ERSR) in Human Glioma: qHTS; U87-MG GRP78 promoter luciferase reporter, 16 h; Potency, µM, for the others: at the top dose activation, most hits filed as activators; hit rate 0.02% among 420,000; further: potency means the concentration at half of the fitted maximal effect; series mostly up to about 76 µM; % of control where 0% means no effect; nearly all actives have a fitted effect of over 35% in size
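Stably transfected U87-MG glioma cells carrying a GRP78-based luciferase sensor; 16 h compound incubation. Luminescence end-point read 10 min after Bright-Glo addition at room temperature.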
Pol beta inh: qHTS Assay for Inhibitors of DNA Polymerase Beta. Potency, µM (series often up to 114 µM), without a hit: top-dose activity change, negative = inhibition, hits mostly inhibitors. Pol beta primer extension/strand displacement, fluorescence kinetic. AID 485314, 2010. P06746. hit rate 1.3% among 340,000; further: potency means the concentration at half of the fitted maximal effect; on the % scale 0 is the no-effect control and ±100 the full control effect
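10 nM enzyme + cpd, 15 min RT; start with substrate 50 nM final; read 0 min and after 10 min RT. Corrected, normalized data; 4-parameter Hill curve fit.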
POLI inh: qHTS for Inhibitors of Polymerase Iota; DNA polymerase iota (Homo sapiens), Q9UNA4; Pol iota fluorescent replication assay, 10 min; Potency, µM (highest dose often 115 µM), inactives show top-dose activity, negative = inhibition, hits mostly inhibitors; hit rate 1% among 390,000; AID 588590, 2011; further: potency means the concentration at half of the fitted maximal effect
Target sequence (Q9UNA4 whole entry, looked up): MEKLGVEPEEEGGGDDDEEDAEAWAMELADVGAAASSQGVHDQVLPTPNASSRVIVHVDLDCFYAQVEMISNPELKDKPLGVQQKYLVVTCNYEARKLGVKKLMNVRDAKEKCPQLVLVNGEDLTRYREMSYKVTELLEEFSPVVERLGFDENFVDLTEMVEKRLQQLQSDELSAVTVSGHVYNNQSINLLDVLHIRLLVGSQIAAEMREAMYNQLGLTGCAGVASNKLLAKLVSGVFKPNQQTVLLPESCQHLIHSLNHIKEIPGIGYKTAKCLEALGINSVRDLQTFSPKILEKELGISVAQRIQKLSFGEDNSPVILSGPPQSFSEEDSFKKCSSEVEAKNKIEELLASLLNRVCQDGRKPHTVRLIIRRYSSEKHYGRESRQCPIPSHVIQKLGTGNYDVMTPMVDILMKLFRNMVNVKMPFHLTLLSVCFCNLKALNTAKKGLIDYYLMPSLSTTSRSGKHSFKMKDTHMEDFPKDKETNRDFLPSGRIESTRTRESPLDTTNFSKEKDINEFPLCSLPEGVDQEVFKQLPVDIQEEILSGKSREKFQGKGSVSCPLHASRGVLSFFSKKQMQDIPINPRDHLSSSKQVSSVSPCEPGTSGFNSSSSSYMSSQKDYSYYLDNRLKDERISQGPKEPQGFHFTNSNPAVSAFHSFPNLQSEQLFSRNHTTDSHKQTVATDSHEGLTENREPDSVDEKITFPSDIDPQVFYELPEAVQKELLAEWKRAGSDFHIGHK
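Pol iota at 10 nM preincubated 15 min with compounds at room temperature; reaction started with fluorescent substrate, 50 nM final. Fluorescence read kinetically at 0 and 10 min; buffer-only wells as negative control.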
APEX1 inh: qHTS Assay for Inhibitors of the Human Apurinic/apyrimidinic Endonuclease 1 (APE1); DNA repair nuclease/redox regulator APEX1 (Homo sapiens), P27695; Potency, µM (titrated, usually from 65.8 µM), for the others: at the highest dose activity change, negative = inhibition, hits mostly inhibitors; hit rate 0.35% among 350,000; recombinant APE1, TAMRA/BHQ-2 abasic DNA cleavage fluorescence;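 further: potency means the concentration at half of the fitted maximal effect; plate controls were vehicle for no effect and reference inhibitor for full effect; nearly all actives have a fitted effect of over 55% in size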
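Compound pre-exposure to 0.75 nM APE1, 15 min at ambient temperature. Reaction initiated with 50 nM TAMRA/BHQ-2 THF substrate, read immediately in kinetic mode, 525 nm excitation, 598 nm emission.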
Pol kappa inh: qHTS for Inhibitors of Polymerase Kappa. DNA polymerase kappa (Homo sapiens), Q9UBT6. purified Pol kappa, fluorescent DNA synthesis assay, 10 min. Potency, µM (titrated, usually from 107 µM), inactives show at the highest dose activity, negative = inhibition, most hits filed as inhibitors. hit rate 0.53% among 400,000; further: potency means the concentration at half of the fitted maximal effect; on the % scale 0 is the no-effect control and ±100 the full control effect
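Readout: fluorescence, taken kinetically at 0 and 10 min. Conditions: 10 nM Pol kappa, 15 min RT compound preincubation, 50 nM substrate final. Controls: enzyme-free buffer wells.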
LDHA inh: qHTS assay for inhibitors of human lactate dehydrogenase. L-lactate dehydrogenase A chain (Homo sapiens), P00338. hit rate 0.15% among 480,000. purified LDHA, NADH/diaphorase-resazurin fluorescence; active compounds read low. AID 1347041, 2019. activity change, % (values are at about 110 or 230 µM); in the data active means activity change below about -30%; inconclusive means mostly about -25% to -30%;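 further: plate controls were DMSO wells for no effect and wells without enzyme for full effect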
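Human LDH5 (2 nM) was incubated with 0.06 mM NADH and 0.2 mM pyruvate for 5 min at room temperature in Tris pH 7.4. Remaining NADH was coupled through diaphorase/resazurin, and resorufin fluorescence was read at 0 and 20 min.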
Apoferritin bind: qHTS Assay for Identification of Novel General Anesthetics; Ferritin light chain (Equus caballus), P02791; apoferritin/1-aminoanthracene competitive binding, fluorescence; Potency, µM (top dose mostly 77.5 µM), for the others: at the top dose activity change, negative = displacement, hits mostly inhibitors; hit rate 0.074% among 350,000; AID 485281, 2010; further: potency means the concentration at half of the fitted maximal effect; on the % scale 0 is the no-effect control and ±100 the full control effect; nearly all actives have a fitted effect of over 20% in size
Target sequence (P02791 2-175 limits assumed): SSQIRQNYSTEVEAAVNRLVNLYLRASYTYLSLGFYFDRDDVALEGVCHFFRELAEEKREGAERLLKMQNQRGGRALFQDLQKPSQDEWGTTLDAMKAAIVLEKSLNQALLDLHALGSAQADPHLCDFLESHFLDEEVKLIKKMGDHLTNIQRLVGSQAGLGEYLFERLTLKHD
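Apoferritin-based anesthetic binding model; compound displacement of fluorescent 1-AMA measured as endpoint fluorescence after 10 minutes at room temperature, scaled to free-ligand and complex controls.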
Pol eta inh: qHTS for Inhibitors of Polymerase Eta | DNA polymerase eta (Homo sapiens), Q9Y253 | recombinant Pol eta, fluorescent DNA replication assay | Potency, µM (highest dose often 114 µM), inactives show at the top dose activity change, negative = inhibition, usual class: inhibitors | hit rate 1.2% among 390,000 | AID 588591, 2011; further: potency means the concentration at half of the fitted maximal effect; on the % scale 0 is the no-effect control and ±100 the full control effect
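Pol eta at 10 nM preincubated with compounds 15 min at room temperature; reaction started with fluorescent substrate (50 nM final) and read kinetically at 0 and 10 min.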
BLM inh: qHTS Assay for Inhibitors of Bloom's syndrome helicase (BLM); RecQ-like DNA helicase BLM (Homo sapiens), P54132; recombinant BLM DNA unwinding, fluorescence dequenching; Potency, µM (doses to about 56.1 µM), for the others: top-dose activity change, negative = inhibition, usual class: inhibitors; hit rate 0.2% among 350,000; AID 2528, 2010;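 further: potency means the concentration at half of the fitted maximal effect; plate controls were vehicle for no effect and no enzyme for full effect; nearly all actives have a fitted effect of over 35% in size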
* marks the source's active call; other numbers are inactive results; ? = inconclusive; · = no result given; & = joins results of further samples; [ ] = dose if it differs, or a comment. Unless noted, the call rests on the fitted dose curve; in most records, active means well fitted curve in the direction sought with a large enough effect; inconclusive means small, poorly fitted or top-dose-only effect, or another doubt; inactive means no such curve, though single readings can be large; an effect the other way counts as inactive or inconclusive. This is a subset (hit frequency here may not be typical).

Results follow in this order: GRP78 ERSR act | Pol beta inh | POLI inh | APEX1 inh | Pol kappa inh | LDHA inh | Apoferritin bind | Pol eta inh | BLM inh
CNC(=O)c1ccsc1NC(=O)c1ccc(S(=O)(=O)N2CCCc3ccccc32)cc1
 : -2% | ? | ? | 5% | -23% | -8 | 39%[activator] | ? | -12%
C=CC[C@@H](Cc1ccc(F)cc1)C(=O)OC[C@H]1CCCN1C(=O)[C@H](CC=C)CC(=O)N[C@H](CO)Cc1ccccc1
 : -2% | · | 3% | -14% | -20% | 1 | · | -18% | ·
Cc1ccc(CNC(=O)CNS(=O)(=O)c2cccc3nsnc23)cc1
 : -6% | 15% | 18% | -11% | -5% | -4 | -21% | -14% | 1%
CCCOc1ccc(C2C(=O)N(C3CCCCCC3)CC(=O)N2Cc2ccccc2OC)cc1OC (centres undefined)
 : -4% | 2% | 25% | · | -2%[60.1 µM] | 15&1 | 83%[activator] | -22% | -3%
COc1ccc(NC(=O)Cn2nnc(C(=O)NCc3cccs3)c2N)cc1
 : -2%&-1% | 1%&3% | 3%&15% | -5% | -8%&-3% | -1&-8 | ? | -7%&-13% | -1%&-4%
Cc1cc(NC(=O)c2ccco2)ncc1NC(=O)Cc1ccccc1
 : -2% | 4% | 33%[activator] | -3% | -3% | -3 | -13% | 11% | -3%
Cc1cccc(NC(=O)c2cccc3c2-c2ccccc2C3=O)n1
 : -5% | 34%[activator] | ? | 2% | -4% | -3 | -24% | -27% | -15%
O=C(COC(=O)/C=C/c1cccc(Cl)c1)NC(=O)NCc1ccccc1
 : 1% | · | 2% | 2% | -5% | -8 | · | -12% | ·
Cc1ccccc1OCC(=O)OCC(=O)NCc1ccc2c(c1)OCO2
 : -3% | · | -9% | 2% | -4% | -2 | · | -10% | ·
CC(C)(C)c1ccc(-c2nnc(SCC(=O)NCC3CCCO3)n2N)cc1 (centres undefined)
 : -1% | · | 18% | 24% | -4% | -11 | · | -16% | ·
N#C/C(=C\c1ccc(Cl)cc1)c1nc2ncccc2[nH]1
 : 12% | 9% | ? | -7% | -7% | 3 | 8% | ? | 0%
COC(=O)c1ccc(Cl)cc1NC(=O)N1CCC(CN2CCC(C)CC2)CC1
 : 1% | 11% | -17% | · | -1% | -1 | -9% | 4% | -8%
c1ccc(Cc2ccc(OCCCNC3CCCC3)cc2)cc1
 : · | 8% | · | -4% | · | · | ? | · | 2%
NC(=O)N/N=C/c1cn(-c2ccccc2)nc1-c1cccnc1
 : -1% | ? | ? | 12% | -11% | -1 | 0% | -24% | -3%
COc1ccc(F)cc1S(=O)(=O)N1CCN(C(=O)c2ccco2)CC1
 : -2% | 18% | 75%[activator] | 9% | -8% | -2 | -6% | -18% | 7%
O=C(N=C1SC2CS(=O)(=O)CC2N1c1cccc(Cl)c1)C1CCCO1 (centres undefined)
 : -3% | -21% | 14% | -21% | -4% | -5 | -4% | -8% | -3%
O=C(CSCc1nc2c(nnn2Cc2ccc(F)cc2)c(=O)[nH]1)Nc1c(Cl)cc(Cl)cc1Cl
 : -4% | ? | 112%[activator] | -4% | -6% | -16 | -2% | -20% | -27%
Nc1c(NCCc2ccccc2)c2ccccc2oc1=O
 : 3% | ? | -10% | -3% | -3% | -3 | ? | -14% | -2%
Cc1ccccc1-c1cc(C(=O)NCc2ccc(OC(F)(F)F)cc2)nn1CC1CC(c2cccc([N+](=O)[O-])c2)=NO1 (centres undefined)
 : -2% | · | -5% | -4% | -1% | -1 | · | -13% | ·
CCN(CC)S(=O)(=O)c1ccc(C(=O)OCC(=O)Nc2sc3c(c2C#N)CCCCC3)cc1
 : 2% | 32% | 9% | 14% | -19% | -2 | -16% | ? | -11%
CCCCN(CC)CCNC(=O)CCC(=O)Nc1ccc2nc(N3CCN(C)CC3)cc(C)c2c1
 : -3% | -1% | 34%[activator] | 0% | -18% | 24 | 499%[activator] | 37%[activator] | -16%
COc1cccc(N2CCN(c3ncnc4c3[nH]c3ccccc34)CC2C)c1 (centres undefined)
 : · | -3% | · | 3% | · | · | 6% | · | -8%
Cn1c(=O)[nH]c(=O)c2c1nc(NCCc1ccccc1)n2Cc1ccc(F)cc1
 : 0% | 5% | 37%[activator] | · | 2% | -2 | -8% | -20% | -3%
N#CCCN(CC(=O)O)S(=O)(=O)c1ccccc1
 : -1% | 14% | 7% | -2% | -2% | 0 | 4% | -3% | 2%
Cc1nc2cnc(N3CCN(C)CC3)nc2n(Cc2ccc(F)cc2)c1=O
 : 1% | · | · | 13% | 5%[60.1 µM] | · | · | · | 5%
O=C(Nc1ccc(Nc2ccccc2)cc1)N1CCOCC1
 : -2% | -18% | -12% | 0% | 7% | 1 | -10% | -13% | -6%
CCCCCn1c(=O)[nH]c2cc(C(=O)NC3CCN(Cc4ccccc4)CC3)ccc2c1=O
 : -3% | · | 32%[activator] | · | 3% | -8 | · | -24% | ·
CC1(c2ccc(OC(F)F)cc2)NC(=O)N(CC(=O)NC2CCCCC2)C1=O (centres undefined)
 : -5% | -2% | 255%[activator] | -1% | -5% | -7 | -13% | -5% | -2%
O=C(NCC1CCCO1)c1cc(-c2ccc(F)cc2)no1 (centres undefined)
 : ? | 26% | 12% | 23% | 7% | -2 | -10% | -20% | -1%
Cc1cc(C)c2cc(C(=O)Nc3ccccc3)[nH]c2c1
 : -1% | 3% | -27%[58.9 µM] | 19% | -16% | 8 | -3% | -21% | -9%
O=C(COc1ccccc1Cl)N(Cc1cccs1)C1CCS(=O)(=O)C1 (centres undefined)
 : 0% | 23% | 140%[activator] | -7% | -23% | -7 | -9% | -18% | 4%
O=C1CCS/C(=N\N=C\c2ccc(Cl)cc2Cl)N1
 : 2% | -4% | 128%[activator] | 0% | -6% | -3 | -3% | 0% | -9%
COC(=O)C1C2C=CC3(CN(C(C)c4ccc(OC)cc4)C(=O)C13)O2 (centres undefined)
 : -1% | -16% | -9% | 10% | 13% | 0 | 0% | -10% | -1%
CC1(C2CC2)NC(=O)N(CC(=O)N2CCN(c3ccccc3Cl)CC2)C1=O (centres undefined)
 : 3% | · | 6% | 4% | 0% | -9 | · | -14% | ·
COc1ccc(N(CC(=O)N2CCc3ccccc3C2)S(=O)(=O)c2c(C)nn(C)c2C)cc1
 : -2% | 17% | 29% | -4% | ? | 7 | -9% | -11% | -4%
CCN(C(=O)CSc1nc(C)nc2sc(C)c(C)c12)C1CCS(=O)(=O)C1 (centres undefined)
 : 1% | · | -8% | 13% | -13% | -3 | · | 0% | ·
CC(=O)N1CCN(C(=O)C2CCN(S(=O)(=O)c3ccccc3C(F)(F)F)CC2)CC1
 : -2% | · | 27% | 14% | -16% | -6 | · | -17% | ·
Cc1[nH]c2ccc(Br)cc2c(=O)c1CN1CCCCCC1
 : -3% | 32% | ? | 18% | -27% | 2 | -5% | -3% | -1%
CC(=O)N1CCCc2cc(S(=O)(=O)Nc3ccc(OC(F)(F)F)cc3)ccc21
 : -1% | 3% | -4% | · | -2%[60.1 µM] | 1 | ? | -19% | -3%
COc1ccc(-c2nc3c(c(=O)c4ccccc4n3C)c(=O)n2Cc2ccccc2)cc1
 : -4% | 39% | 13% | -2% | 1% | -12 | -5% | -8% | -3%
CC(C)COc1ccc(C(=O)N(CC(=O)Nc2ccccc2C(F)(F)F)Cc2ccco2)cc1
 : -6% | · | 13% | -22% | -15% | -6 | · | -10% | ·
COCC(=O)Nc1nc2n(n1)C(c1ccc(Cl)cc1)CC(c1ccc(OC)cc1)N2 (centres undefined)
 : -3% | 1% | ? | -2% | 4% | 0 | 306%[activator] | 4% | -4%
CC(C)c1cc(C(=O)OCC(=O)N2CCN(C(=O)c3ccco3)CC2)c(O)c(C(C)C)c1
 : -6% | -8% | -19% | -10% | -1% | 7 | ? | -12% | -9%
Nc1c(C(=O)O)cnc2nc(N3CCOCC3)nn12
 : 1% | 2% | 51%[activator] | -10% | -2% | -3 | 4% | -15% | -3%
COC(=O)CN1C(C)=Nc2ccc(Br)cc2C1c1ccccc1 (centres undefined)
 : -8% | -13% | 1% | -2% | -3% | -3 | -2% | 8% | 1%
CCOc1ccc(NC(=O)Cn2nnc(C(=O)NCc3cccs3)c2N)cc1
 : 1%&-2% | 0%&-3% | -22%&8% | 10% | -11%&2% | -1&-7 | -2%&-10% | -3%&-14% | -9%&-6%
COCCNC(=S)NNC(=O)c1ccc(-n2cnnn2)cc1
 : -3% | 17% | 123%[activator] | 14% | -8% | -2 | -2% | -23% | -4%
O=C1CCCC2=C1C1c3ccccc3C(=O)N1c1ccc(C(=O)c3ccccc3)cc1N2 (centres undefined)
 : -3% | 3% | -8% | -4% | -3% | 16&-5 | -9% | 1% | -7%
COC(=O)[C@H](CC(C)C)NC(=O)NCc1ccc(Cl)cc1
 : -9% | 28% | 24% | 13% | 1% | -9 | -6% | -21% | 0%
CC(C)(C)c1ccc(C(CC(=O)O)NC(=O)c2ccccc2F)cc1 (centres undefined)
 : -4% | -1% | 22% | 3% | -4% | -11 | -5% | -8% | 5%
COc1cccc(/C=C2\SC(N)=NC2=O)c1OS(=O)(=O)c1ccccc1
 : -3% | 22% | 15% | 10% | -6% | -8 | -3% | 0% | -1%

Compound activity from PubChem BioAssay.
